TRPML3 agonist – activates the human TRPML3 channel | HEK293 TRPML3-YFP, Fluo-8 calcium fluorescence; 100% = the carbachol control signal | 0.29% of 220,000 active | AID 1448 | activation, % at 3 µM | Q8TDD5;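 active = activation above its plate's cutoff, the mean activation of the plate's test wells plus 3 SD, cut at about 12% in these data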;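 also: 0% = DMSO only wells and 100% = carbachol wells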
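system = HEK293 cells stably carrying human TRPML3-YFP | doses = one concentration, 3 µM nominal, 0.3% DMSO | timing = dye loading 1 h 37 °C then 30 min ambient, 125 s read | detection = Fluo-8 calcium dye fluorescence, ex 470-495, em 515-575 nm | benchmarks = high control carbachol 87 µM, low control DMSO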
CHOP inhibitor – inhibitors of CHOP induction in ER stress response. CHO-K1 CHOP-promoter luciferase, tunicamycin-induced, 15-18 h. inhibition, % at 10 µM. 3.8% of 220,000 active;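 active = compounds that reduced the stress-induced luciferase reporter signal by more than about 70% of percent inhibition, limit read from the data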;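 also: 0% = tunicamycin plus vehicle and 100% = wells without tunicamycin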
PPC-1+TRAIL kill – PPC-1 cancer cell killing with TRAIL present; PPC-1 cells + TRAIL, ATPLite viability luminescence; cell killing (% activity), % at 4 µM; 0.41% of 220,000 active;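 active = cell killing above 50% in the first pass at 4 µM, then a duplicate retest at 5 µM averaging 50% or more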;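 also: plate controls were cells with TRAIL plus DMSO for no effect and medium-only wells lacking cells for full effect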
NPY-Y1 PAM-ag – potentiates or activates human NPY-Y1 receptor. P25929. NPY-Y1 expressing cells, potentiator/agonist activation. activation, % at 3.6 µM. 0.37% of 220,000 active; in the data active = activation above about 33%, passing the limit was not always enough;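 also: cells stimulated with NPY at EC10 then isoproterenol at EC100; 0% = low agonist plus stimulus and 100% = saturating agonist plus stimulus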
Target sequence (P25929 whole entry, looked up): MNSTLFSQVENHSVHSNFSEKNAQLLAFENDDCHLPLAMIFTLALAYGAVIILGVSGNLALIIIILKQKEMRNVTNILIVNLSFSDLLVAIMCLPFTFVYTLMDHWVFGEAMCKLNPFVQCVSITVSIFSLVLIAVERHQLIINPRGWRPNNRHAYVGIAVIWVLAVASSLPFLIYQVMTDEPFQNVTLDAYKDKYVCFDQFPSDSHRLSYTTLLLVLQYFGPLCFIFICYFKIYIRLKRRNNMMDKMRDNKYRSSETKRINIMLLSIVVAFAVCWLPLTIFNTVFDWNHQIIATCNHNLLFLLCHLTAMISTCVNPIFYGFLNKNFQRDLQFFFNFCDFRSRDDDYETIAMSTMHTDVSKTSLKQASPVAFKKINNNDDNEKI
14-3-3 Bad inh – disrupts binding of bovine 14-3-3 zeta to phospho-Bad peptide; TR-FRET 14-3-3zeta/Dy647-pBad peptide displacement, 1 h; inhibition, % at 21.7 µM; 0.71% of 220,000 active; AID 781;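 active = inhibition above about 70%, limit read from the data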;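 also: 0% = full 14-3-3 plus peptide FRET controls and 100% = background without 14-3-3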
Target sequence (P63103 whole entry, looked up): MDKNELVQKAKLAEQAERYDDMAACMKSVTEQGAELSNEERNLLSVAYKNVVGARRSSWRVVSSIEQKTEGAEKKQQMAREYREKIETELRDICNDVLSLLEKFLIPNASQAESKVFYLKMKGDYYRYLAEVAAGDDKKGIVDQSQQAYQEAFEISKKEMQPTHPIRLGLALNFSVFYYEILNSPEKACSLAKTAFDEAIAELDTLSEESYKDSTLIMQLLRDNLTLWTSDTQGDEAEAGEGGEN
EP2 modulator – modulates human prostaglandin E2 receptor EP2 signaling; induction, % at 25 µM; EP2-expressing cells, cAMP HTRF FRET, PGE2 co-stimulation; 0.83% of 260,000 active; P43116; AID 940;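 active = compounds whose cAMP rise, as percent of the full-agonist control response, exceeds 60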;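 also: rat C6 glioma line stably carrying human EP2 under a CMV promoter; the protocol text gives 20 µM as final concentration; 100% = response of wells given 1 µM PGE2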
Target sequence (P43116 whole entry, looked up): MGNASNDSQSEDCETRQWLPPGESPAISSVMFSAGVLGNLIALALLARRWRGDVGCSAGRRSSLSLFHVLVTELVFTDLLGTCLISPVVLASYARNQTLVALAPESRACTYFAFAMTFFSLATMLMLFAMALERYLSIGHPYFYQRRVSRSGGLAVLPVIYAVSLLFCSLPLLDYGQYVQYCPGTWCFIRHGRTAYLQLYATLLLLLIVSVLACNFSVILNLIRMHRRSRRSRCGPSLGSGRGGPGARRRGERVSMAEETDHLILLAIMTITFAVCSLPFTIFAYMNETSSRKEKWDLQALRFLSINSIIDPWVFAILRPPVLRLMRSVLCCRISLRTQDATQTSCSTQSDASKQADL
NPY Y1 blocker – NPY-Y1 (human) receptor antagonism; P25929; HEK293-CNG Y1 cells, membrane potential fluorescence; NPY at EC95, then isoproterenol; inhibition, % at 3.6 µM; 1% of 200,000 active;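 active = inhibition above the campaign mean inhibition of all tested compounds plus 3 SD, cut at about 20% in these data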;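 also: 0% = DMSO wells given NPY plus isoproterenol and 100% = isoproterenol alone without NPY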
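Assay system: HEK293 cells with Y1 receptor plus CNG channel | Probe or stimulus: NPY (25 nM), isoproterenol (1 µM), Ro 20-1724 (25 µM) | Timing: Compound incubation 1 h at room temperature, readout 45 min post-stimulation | Measured by: Membrane-potential fluorescent dye readout | Benchmarks: High control isoproterenol alone, low control NPY with isoproterenol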
EP2 antag – EP2 receptor (human) inhibition. C6 glioma cells expressing human EP2, cAMP TR-FRET; cells stimulated with saturating PGE2. inhibition, % at 25 µM. 0.52% of 260,000 active. AID 1422;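 active = percent inhibition above 40 after rounding to a whole number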;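 also: rat C6 glioma host cells with rolipram phosphodiesterase inhibitor present; the protocol text gives 20 µM as final concentration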
zfTRPN1 agonist – zebrafish TRPN1 (NompC) channel agonism; activation, % at 3 µM; 0.18% of 220,000 active; HEK293 zebrafish TRPN1-YFP, Fluo-8 calcium fluorescence; 100% = response to 87 µM carbachol;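 active = activation above its plate's cutoff, the mean activation of test wells on that plate plus 3 SD, cut at about 19% in these data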;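 also: 0% = DMSO alone and 100% = 87 µM carbachol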
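Assay system: Zebrafish TRPN1-YFP in HEK293 cells | Incubation: Dye loading 1 h at 37 °C, then 30 min room temperature | Measured by: Kinetic Fluo-8 fluorescence, ex 470-495, em 515-575 nm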
* marks the source's active call; other numbers are inactive results; . = not tested or not shown; & = joins results of further samples; [ ] = remark or other dose. An excerpt; rates above refer to the full screens.

SMILES	TRPML3 agonist	CHOP inhibitor	PPC-1+TRAIL kill	NPY-Y1 PAM-ag	14-3-3 Bad inh	EP2 modulator	NPY Y1 blocker	EP2 antag	zfTRPN1 agonist
C=C(C)C(=O)Nc1cccc(C2=NOC3(C2)C[C@H](C(N)=O)N(C(=O)/C=C/C)C3)c1 (some centres undefined)	.	-11.7	9.5	.	25.7	5.4	.	10.1	.
CN(CCc1ccccn1)C(=O)CCC1CCCN(C(=O)c2ccsc2)C1 (centres undefined)	-0.1	9.2	3.6	15.3	-5.2	13.0	-3.0	0.3	1.3
Cc1cc(S(=O)(=O)N2CCCC(C(=O)Nc3ccc(C(=O)O)cc3)C2)ccc1Cl (centres undefined)	0.2	43.7	7.9	2.8	1.2	18.3	2.9	5.1	-1.0
O=C1N/C(=N\N=C\c2cccs2)SC1Cc1cccc(Cl)c1 (centres undefined)	0.8	88.4*	15.6	-15.4	9.8	-3.7	3.8	7.7	1.9
O=C(COC(=O)CCNS(=O)(=O)c1cccc(C(F)(F)F)c1)NC(=O)NC1CCCCC1	0.7	20.7	-7.2	14.7	6.2	-11.3	-0.3	8.0	1.2
O=[N+]([O-])c1cnn(-c2nc(-c3ccco3)cc(C(F)(F)F)n2)c1	-0.1	-2.9	3.3	-3.1	19.4	25.0	-1.2	6.5	-0.7
O=C(Nc1cccc(S(=O)(=O)N2CCCCC2)c1)c1c2c(nc3ccccc13)CCN(Cc1ccccc1)C2	-0.3	6.5	-17.1	-40.2	-20.8	20.7	9.9	5.0	-0.4
Cc1nc2cc(C(=O)N3CCc4ccccc43)ccc2n1-c1ccc(F)c(F)c1	0.1	37.8	24.7	-29.2	-30.8	-2.5	4.7	9.6	0.4
COC(=O)c1cn[nH]c1N	1.5	51.0	2.0	15.9	2.8	19.0	-3.5	6.6	0.7
CCn1c(COc2ccc(Cl)cc2)nnc1SCC(=O)Nc1ccc2c(c1)OCO2	-0.9	7.1	-6.5	-7.8	6.6	65.2*	4.9	9.1	-1.5
CC(NCCC1(C(C)C)CCOC(C)(C)C1)c1cccs1 (centres undefined)	0.8	-1.1	-10.6	9.2	-2.2	37.5	.	6.3	2.2
COc1cccc2c1OCC(CN1CCN(CCC(C)C)C(CCO)C1)=C2 (centres undefined)	0.7	-0.8	1.7	-19.0	26.3	6.3	-0.4	8.9	2.8
Nc1ccccc1-c1nnn(CC(=O)N2CCCc3ccccc32)n1	0.0	38.0	9.0	-14.1	-2.2	-72.2	4.6	6.8	-0.7
O=C1CN(C(=O)COC(=O)c2cccc(OCc3ccccc3)c2)c2ccccc2N1	-0.5	4.7	7.3	-0.5	15.8	2.8	-0.2	8.7	-0.9
COC(=O)c1ccc(NC(=O)c2cccc(OC)c2)cc1	0.1	-40.2	14.4	-4.4	7.8	-1.1	-3.5	7.9	2.0

Reprinted from the listing (2 entries):
SMILES	TRPML3 agonist	CHOP inhibitor	PPC-1+TRAIL kill	NPY-Y1 PAM-ag	14-3-3 Bad inh	EP2 modulator	NPY Y1 blocker	EP2 antag	zfTRPN1 agonist
O=C1N/C(=N\N=C\c2cccs2)SC1Cc1cccc(Cl)c1 (centres undefined)	0.8	88.4*	15.6	-15.4	9.8	-3.7	3.8	7.7	1.9
O=C(COC(=O)CCNS(=O)(=O)c1cccc(C(F)(F)F)c1)NC(=O)NC1CCCCC1	0.7	20.7	-7.2	14.7	6.2	-11.3	-0.3	8.0	1.2

(cont.)
SMILES	TRPML3 agonist	CHOP inhibitor	PPC-1+TRAIL kill	NPY-Y1 PAM-ag	14-3-3 Bad inh	EP2 modulator	NPY Y1 blocker	EP2 antag	zfTRPN1 agonist
CCOC(=O)c1ccccc1NC(=O)CN(c1cccc(OC)c1)S(C)(=O)=O	-0.3	24.2	-8.1	8.9	-6.8	44.2	-1.3	7.7	-0.5
COc1ccc(OCC(=O)N2CCN(C(=O)c3ccccc3)CC2)cc1	1.0	-5.3	18.0	-11.2	2.9	17.9	-2.1	10.6	0.3
COc1ccc(Br)cc1S(=O)(=O)Nc1ncccc1C	0.0	0.5	-9.9	6.4	3.5	-22.2&-15.3	1.7	6.7&6.8	0.2
C=CCN(CC=C)S(=O)(=O)c1ccc(C(=O)Nc2sc3c(c2C(N)=O)CCCCC3)cc1	0.9	41.0	20.7	-6.9	4.0	6.6	-3.0	4.2	2.9
CNC(=O)C1=NCCCc2cc(OC)c(OC)cc21	0.0	9.2	-11.4	8.3	15.1	2.7	10.6	4.2	0.5
O=C(NCC1CCCO1)c1nn2c(c1Cl)NC(c1ccc(F)cc1)CC2C(F)(F)F (centres undefined)	1.4	16.1	17.8	9.8	2.2	-22.5	-7.0	2.9	2.2
CNC(=O)c1ccccc1F	1.4	-4.3	-12.3	6.0	-5.2[fluorescence artefact?]	15.4	-4.4	7.8	0.6
CC(C)Oc1ccc2ccccc2c1C=O	-0.1	18.3	7.3	16.9	7.7	15.0	-5.9	.	-1.6
Cc1cc2nc(-c3ccc(SCC(=O)Nc4ccc(S(=O)(=O)NC5CC5)cc4)nc3)[nH]c2cc1C	0.5	-16.1	51.6*	1.8	62.0[fluorescence artefact?]	6.5	8.1	3.6	1.3
CN1CCN(c2ccc(S(=O)(=O)N3CCCCC3)cc2[N+](=O)[O-])CC1	1.6	2.8	29.2	6.1	-1.6	-43.6	-5.4	12.8	2.0
COc1cc(C(=O)Nc2ccc(N(C)C)cc2)c([N+](=O)[O-])cc1OC	0.7	-22.1	-11.6	-2.0	6.0	-15.7	0.9	2.5	1.6
O=C(N/N=C/c1ccc2c(c1)OCO2)c1ccccn1	0.3	11.5	58.5*[5 µM]	-4.6	-4.8	-6.7	4.0	7.8	0.5
O=c1c2c([N+](=O)[O-])cc([N+](=O)[O-])cc2sn1-c1ccc(Br)cc1	0.6	96.6*	18.2	-14.4	51.2	-56.5	-2.7	6.9	0.2
S=c1[nH]nc(Cn2c(-c3ccccn3)nc3ccccc32)n1-c1ccc2c(c1)OCCO2	0.3	-5.5	0.3	21.3	6.6	0.7	.	6.7	0.8
CN1C(=S)SC(/[N+]([O-])=C/c2cccnc2)C1(C)C (centres undefined)	0.1	-21.7	-0.2	17.7	-9.7[fluorescence artefact?]	5.1	-1.7	6.8	0.0
Cc1cc(C)c2ccc(N)nc2c1O	0.8	.	23.7	0.5	1.4	-40.9	3.7	9.5	1.6
COC(=O)c1ccc(NC(=O)CN2CCN(c3ccc(Cl)cc3)CC2)cc1	0.9	14.9	15.8	12.2	3.1	-30.6	2.8	11.7	1.4
CCN(CC)S(=O)(=O)c1cccc(C(=O)Nc2ccc3c(c2)OCO3)c1	2.1	-7.0	14.6	-7.9	-1.6	-71.7&-65.0	-0.5	7.3&5.4	1.7
CC(C)(CSc1ccccn1)NS(=O)(=O)c1ccccc1	0.9	-13.9	19.1	-10.8	9.6	17.3	2.2	7.8	-1.0
COCCn1c(COC)nc2ccccc21	1.1	-9.9	-6.9	-3.1	6.2	1.4	-5.2	14.3	-0.7
O=[N+]([O-])c1ccc(S(=O)(=O)Nc2nc3ccccc3nc2Nc2ccccc2)cc1	0.4	33.4	20.5	26.1	8.7	-10.2	-2.8	4.7	1.1
COc1ccc(C(=O)Nc2ccc3cn[nH]c3c2)c(OC)c1	0.6	-18.5	9.1	2.8	-1.9	-61.4	1.2	3.2	0.5
CCOC(=O)c1c(NC(=O)C2CC(Cl)=CCC2C(=O)O)sc2c1CC(C)(C)OC2 (centres undefined)	0.1	-2.3	17.0	0.2	-1.8	18.1	3.4	5.5	1.1
CC(NCc1ccc(S(N)(=O)=O)cc1)C(=O)N1CCc2ccccc21 (centres undefined)	0.9	-7.6	-7.9	-2.2	6.7	5.6	.	6.1	-1.0
O=C(c1ccccc1-c1ncc[nH]1)N1CCc2c([nH]c3ccccc23)C1c1ccccn1 (centres undefined)	-0.7	4.1	20.3	11.1	-5.7	-35.5	-5.2	6.2	0.7
COc1ccc(CCNC(=O)COc2ccc(S(=O)(=O)NCC(C)C)cc2Cl)cc1OC	0.1	2.7	-10.2	-8.2	-11.1	14.3	-4.2	4.0	1.3
COc1cc2c(cc1NC(=O)COC(=O)c1ccccc1)oc1ccccc12	0.6	4.4	20.9	23.0	-2.3	-17.3	2.4	7.1	0.5
Cc1ccc(NS(=O)(=O)c2cccc(C(=O)Nc3cc(C)on3)c2)cc1	0.4	17.8	19.3	0.5	-2.8	-33.8	-10.7	6.9	1.5
Cc1ccc2oc(=O)n(CC(=O)N3CCOCC3)c2c1	0.4	8.2	5.3	16.6	-2.1	4.2	.	12.8	-0.4
O=C(O)C(Cc1c[nH]c2ccccc12)N1C(=O)c2ccccc2C1=O (centres undefined)	0.6&0.0	-2.4&12.6	10.4&22.9	-7.3&-12.0	-9.2&-4.5	23.3&-1.3	.	7.3&8.2	1.7&0.0
Cc1cc(C)n2nnnc2n1	0.2	18.6	-2.1	16.4	2.5	4.1	.	7.9	0.8
Cc1ccc(-n2nc3ccc(NC(=O)/C=C/c4ccco4)cc3n2)cc1	1.0	48.9	9.3	-10.1	35.1[fluorescence artefact?]	-6.9	1.6	4.5	0.9
O=C(CCc1ccccc1)c1nnc(-c2ccccc2)o1	-0.5	-13.7	4.6	-17.3	-16.9	4.4	6.0	6.7	-1.0
O=C(N/N=C/c1ccc(O)cc1)Nc1cccc2nsnc12	-1.0	55.0	17.0	12.3	0.0	-25.6	2.4	5.0	0.3
Cc1ccc2nc3n(c(=O)c2c1)CCCCC3	-0.3	-5.4	14.2	-12.8	2.8	-0.1	-3.9	22.1	-0.1
NC(=S)N=Nc1c(O)n(Cc2ccc(F)cc2)c2ccccc12	0.4	16.9	-0.5	8.2	-6.3	4.9	7.6	9.9	1.5
O=C(Nc1cccnc1)c1cccnc1Cl	0.2	8.3	5.5	-3.0	1.9[fluorescence artefact?]	28.5	-2.0	3.4	0.7
CCCCn1nnnc1SCC(=O)c1cc(Cl)ccc1OC	-0.5	31.9	-10.0	-13.8	2.2	8.0	5.4	11.9	0.3
CCS(=O)(=O)n1nc(-c2ccccc2)nc1NCc1ccco1	-0.6	31.0	-4.7	-16.8	-17.6	19.9	-1.5	13.3	-0.9
Cc1ccccc1NC(C)C(=O)N/N=C/c1ccccc1OCc1cccc(Br)c1 (centres undefined)	-1.1	29.6	1.1	-31.2	14.0	43.2	-1.8	10.1	-1.0
CCC(c1nnnn1CCc1ccccc1)N1CCN(c2ccc(OC)cc2)CC1 (centres undefined)	1.0	18.3	2.7	-0.9	-13.9	-36.9	8.6	9.2	-0.2

Some of the entries so far, comma-delimited.
molecule,TRPML3 agonist,CHOP inhibitor,PPC-1+TRAIL kill,NPY-Y1 PAM-ag,14-3-3 Bad inh,EP2 modulator,NPY Y1 blocker,EP2 antag,zfTRPN1 agonist
Cc1ccc(-n2nc3ccc(NC(=O)/C=C/c4ccco4)cc3n2)cc1,1.0,48.9,9.3,-10.1,35.1[fluorescence artefact?],-6.9,1.6,4.5,0.9
NC(=S)N=Nc1c(O)n(Cc2ccc(F)cc2)c2ccccc12,0.4,16.9,-0.5,8.2,-6.3,4.9,7.6,9.9,1.5

Source: PubChem
